Screening results deposited in PubChem by several laboratories.
SV40 large T antigen: SV40 large T antigen inhibitors, biochemical (AID 1903). inhibition, % at 20 µM; hits with a dose series show IC50 in µM. SV40 large T antigen ATPase/helicase inhibition assay; higher % means a stronger effect. 310,000 compounds, 0.39% hits; in the data active = a potency from the dose series; inconclusive = inhibition mostly from about 32% at the one dose, without a potency; inactive = the rest, 99 in 100 with inhibition below about 32%; note: strong numbers were not always called active
Salmonella PhoP GFP: PhoP-dependent GFP reporter repression – Salmonella Typhimurium, primary screen (AID 1863); S. Typhimurium PhoP-regulated promoter GFP reporter, 4 h; higher % means a stronger effect; inhibition, % at 50 µM; hits with a dose series show IC50 in µM; 300,000 compounds, 0.16% hits;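 active = inhibition over 29.93%, a cutoff 3 SD above the screen mean, later confirmed by dose response; inconclusive = inhibition over 29.93% but no dose response follow-up; inactive = inhibition at most 29.93% or unconfirmed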;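 note: 0% = low Mg2+ inducing control and 100% = high Mg2+ repressing control; strong numbers were not always called active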
GPR35 antagonists: inhibition of zaprinast-stimulated GPR35 beta-arrestin translocation – imaging, U2OS, beta-arrestin-GFP, zaprinast agonist, primary screen (AID 2058) | U2OS GPR35 beta-arrestin-GFP translocation imaging, zaprinast antagonism; higher % means a stronger effect | one-dose inhibition, % at 10 µM; IC50 in µM for titrated hits | 290,000 compounds, 0.052% hits;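 active = inhibition of at least 50% with at least 30 cells and total cytoplasm GFP at most 10,000,000; inconclusive = under 30 cells or total GFP of 10,000,000 plus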
West Nile antiviral: inhibition of WNV-induced cytopathic effect – cell-based, CPE readout (AID 1621) | West Nile virus-infected cells, CPE inhibition; higher % means a stronger effect | CPE inhibition, % at 10 µM; hits with a dose series show IC50 in µM | 290,000 compounds, 0.02% hits; in the data active = a potency from the dose series; inconclusive = CPE inhibition mostly from about 3.7% at the one dose, without a potency; inactive = the rest, 99 in 100 with CPE inhibition below about 2.2%; note: strong numbers were not always called active
RSV CPE inhibition: inhibition of RSV-induced cytopathic effect – HEp-2 cells, primary 10 µM value included (AID 2391). HEp-2 cells, RSV-induced CPE inhibition; higher % means a stronger effect. one-dose CPE inhibition, % at 10 µM; IC50 in µM for titrated hits. 310,000 compounds, 0.13% hits; in the data active = a potency from the dose series; inconclusive = CPE inhibition mostly from about 23% at the one dose, without a potency; inactive = the rest, 99 in 100 with CPE inhibition below about 21%; note: strong numbers were not always called active
LYP inhibition: PTPN22 lymphoid phosphatase activity blockers – biochemical, fluorescence intensity, uHTS (AID 1779) | recombinant LYP phosphatase, fluorescence intensity; higher % means a stronger effect | inhibition, % at 11.5 µM; hits with a dose series show IC50 in µM | 290,000 compounds, 0.054% hits; in the data active = inhibition above about 50%;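 note: plate controls were vehicle with enzyme for no effect and no enzyme for full effect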
ER stress rescue: protection against thapsigargin-triggered cell killing – 384-well, CSM14.1, ATP luminescence, primary screen (AID 1222) | CSM14.1 thapsigargin-induced death rescue, ATP luminescence; higher % means a stronger effect | cellular ATP content (survival), % at 20 µM; hits with a dose series show EC50 in µM | 190,000 tested, under 10 active;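 active = EC50 below 50 µM in the dose-response confirmation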;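 note: death triggered by thapsigargin at about 15 µM added after 2 h compound pretreatment; cell ATP read after overnight thapsigargin exposure of roughly 18 to 22 hours; normalized against plate controls of thapsigargin alone and 5% DMSO vehicle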
NS5 inhibitors: flavivirus cap methylation enzyme inhibition – biochemical, confirmation dose response, primary screen (AID 588689) | Dengue-2 NS5 methyltransferase capping enzyme assay, biochemical; higher % means a stronger effect | one-dose inhibition, % at 25 µM; IC50 in µM for titrated hits | 340,000 compounds, 0.3% hits; in the data active = a potency from the dose series; inconclusive = inhibition above about 29% without an active follow-up result
Rac1 GTP hydrolysis: MgcRacGAP GTPase-activating activity inhibitors, confirmation, biochemical, ADP Hunter fluorescence. inhibition, % at 30 µM; hits with a dose series show IC50 in µM. 340,000 compounds, 0.6% hits. AID 624330. MgcRacGAP-stimulated Rac1 GTP hydrolysis, ADP Hunter fluorescence; higher % means a stronger effect; GST-tagged Rac1 F28L mutant substrate;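 active = first-screen hits whose inhibition reached a set limit at any dose in the follow-up dose series; inconclusive = inhibition above the set first-screen limit but never retested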;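 note: fluorescence reports GDP produced by GAP-driven GTP hydrolysis; strong numbers were not always called active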
NS5 inhibitors pilot replicate: further read-out of NS5 inhibitors, marked with its call; inhibition, %; measured here: pilot screen replicate inhibition
Starred values were filed as active, the others as inactive; ? = inconclusive; . = no result given.

SMILES	SV40 large T antigen	Salmonella PhoP GFP	GPR35 antagonists	West Nile antiviral	RSV CPE inhibition	LYP inhibition	ER stress rescue	NS5 inhibitors	Rac1 GTP hydrolysis	others
CC(C)c1ccc(CN(C(=O)c2cccs2)C2CCS(=O)(=O)C2)cc1 (stereo not drawn)	-3%	4%	-5%	-1.0%	0.3%	-8%	.	0%	9%
CCOc1ccccc1-c1noc(CCC(=O)NC2CCCCC2)n1	6%	1%	4%	-0.7%	0.5%	-4%	.	-10%	5%
CCOc1ccc(NS(=O)(=O)c2ccc(C(=O)N(C)CC(=O)Nc3ccc(OC)cc3)cc2)cc1	8%	-4%	.	.	3.0%	.	.	-6%	3%
CCOC(=O)Cc1nnc(NC(=O)CC)s1	-4%	11%	-5%	0.0%	2.0%	-4%	5.4%	6%	3%
c1ccc(NC2=NCCN2CCCC2CCCC2)cc1	7%	.	.	.	-1.9%	.	.	-8%	11%
CN(C)CCNC(=O)CNC(=S)N(CCCN1CCOCC1)Cc1cccs1	2%	10%	-4%	-0.1%	-1.3%	-3%	.	3%	4%
O=S(=O)(Cc1ccc(Cl)cc1)c1ncc(CO)n1Cc1ccccc1	3%	-7%	-7%	-0.9%	1.2%	0%	-0.3%	-2%	7%
O=C(NC1CCCCCC1)C1CCN(C(=O)c2ccc(Br)cc2)CC1	12%	-7%	4%	-0.7%	2.5%	-13%	.	-3%	6%
Cn1nnnc1SCC(=O)N1c2ccccc2Sc2ccccc21	23%	-13%	-5%	-0.4%	2.2%	1%	0.6%	1%	7%
Cc1nnnn1CC(=O)Nc1cccc([N+](=O)[O-])c1	0%	-4%	1%	?	3.0%	-6%	-1.0%	2%	3%
Cc1cc(C)c2c(NC(=S)NC(=O)c3ccccc3)nn(C)c2n1	10%	0%	-1%	-0.7%	-0.6%	-1%	.	4%	7%
COc1cccc(CN(C)C(=O)c2ccc(NS(=O)(=O)c3ccc(F)cc3)cc2)c1OC	15%	5%	.	.	2.9%	.	.	-3%	4%

In the list so far, two have a thiophene ring, fused or not:
SMILES	SV40 large T antigen	Salmonella PhoP GFP	GPR35 antagonists	West Nile antiviral	RSV CPE inhibition	LYP inhibition	ER stress rescue	NS5 inhibitors	Rac1 GTP hydrolysis	others
CC(C)c1ccc(CN(C(=O)c2cccs2)C2CCS(=O)(=O)C2)cc1 (stereo not drawn)	-3%	4%	-5%	-1.0%	0.3%	-8%	.	0%	9%
CN(C)CCNC(=O)CNC(=S)N(CCCN1CCOCC1)Cc1cccs1	2%	10%	-4%	-0.1%	-1.3%	-3%	.	3%	4%

(more compounds)
SMILES	SV40 large T antigen	Salmonella PhoP GFP	GPR35 antagonists	West Nile antiviral	RSV CPE inhibition	LYP inhibition	ER stress rescue	NS5 inhibitors	Rac1 GTP hydrolysis	others
NC(=O)/C(=C\c1cccnc1)NC(=O)c1ccccc1	11%	-11%	29%	0.1%	2.4%	-6%	.	-7%	-2%
CN(C(=O)Cn1nc(Cl)ccc1=O)C1CCCN(Cc2ccccc2F)C1 (stereo not drawn)	6%	5%	3%	-0.3%	0.7%	-5%	.	-8%	5%
CCC(C)(C)C1CCC(=NNC(=S)Nc2ccccc2)CC1 (stereo not drawn)	12%	2%	0%	-0.9%	-0.4%	-1%	-0.4%	-4%	6%
c1ccc(N2CCN(c3ncnc4sc5c(c34)CCC5)CC2)cc1	11%	-3%	-18%	0.0%	2.1%	-2%	0.4%	-6%	3%
c1ccc(Cn2cc(CN3CCCO3)c(-c3ccc4c(c3)OCO4)n2)cc1	8%	0%	-6%	-0.8%	3.0%	-9%	-1.3%	2%	11%
COc1ccc(C(=O)N/C(=C\c2cn(S(=O)(=O)N(C)C)c3ccccc23)C(=O)NCCN2CCOCC2)cc1OC	13%	-4%	-2%	0.0%	-0.6%	-11%	.	-4%	9%
Cn1c(=O)c(=O)n(C)c2cc(S(=O)(=O)N3CCC(N4CCCCC4)CC3)ccc21	.	.	.	-0.5%	-0.8%	.	.	0%	1%
COCCNC(=S)NN=C1CCCCCC1	-1%	3%	-14%	0.6%	.	-2%	-1.2%	3%	6%
CSc1ncc(Cl)c(C(=O)Nc2cc(C)ccc2C)n1	21%	0%	9%	0.1%	3.2%	-5%	.	-1%	7%
O=C(COc1cccnc1[N+](=O)[O-])NCc1cccs1	8%	-5%	-8%	0.8%	-0.8%	0%	-0.7%	3%	3%
Cc1ccc(/C=C/C(=O)N2CCCC(C(N)=O)C2)o1 (stereo not drawn)	13%	-11%	26%	0.0%	3.3%	-1%	.	6%	15%
Cc1ccc(-n2nc(C)c(C(=O)O)n2)c(C)c1	6%	-7%	-12%	0.0%	1.9%	-5%	-1.6%	-1%	6%

Brought forward from above: two compounds, then new ones.
SMILES	SV40 large T antigen	Salmonella PhoP GFP	GPR35 antagonists	West Nile antiviral	RSV CPE inhibition	LYP inhibition	ER stress rescue	NS5 inhibitors	Rac1 GTP hydrolysis	others
Cc1ccc(/C=C/C(=O)N2CCCC(C(N)=O)C2)o1 (stereo not drawn)	13%	-11%	26%	0.0%	3.3%	-1%	.	6%	15%
Cc1ccc(-n2nc(C)c(C(=O)O)n2)c(C)c1	6%	-7%	-12%	0.0%	1.9%	-5%	-1.6%	-1%	6%
CC1(C)CCC(=O)N2CC[C@H]3C[C@H](OC(=O)Nc4ccccc4)C[C@@H]1[C@H]32	17%	-13%	9%	-1.0%	1.1%	-15%	.	-9%	5%
Cc1nnc(SCCN2CCOCC2)n1-c1cccc(Cl)c1	2%	-13%	-15%	0.8%	1.6%	0%	-0.9%	-7%	18%
Cc1ccc(C2=NN(C(=O)CCCC(=O)O)C(c3ccc4c(c3)OCO4)C2)cc1 (stereo not drawn)	8%	2%	13%	0.1%	1.5%	-3%	.	-5%	11%	NS5 inhibitors pilot replicate=-0.6
COc1cc(C)c(S(=O)(=O)NOCc2ccc([N+](=O)[O-])cc2)c(C)c1C	2%	1%	10%	-0.3%	1.1%	-7%	.	-8%	-2%
O=C(COc1ccc2ccccc2c1)NNC(=O)Nc1ccc(F)cc1F	8%	-7%	-9%	0.0%	1.2%	-8%	.	2%	9%
CCOC(=O)/C(C#N)=C/c1ccc(N2CCN(C)CC2)cc1	-1%	-16%	-1%	-0.1%	-0.3%	-4%	-0.4%	-3%	12%
COc1ccc(CC(=O)NCC2CCCN(Cc3cccc(C(F)(F)F)c3)C2)cc1 (stereo not drawn)	5%	3%	9%	-1.4%	-0.8%	-7%	.	.	1%
c1ccc2c(c1)ccc1nnc(SCc3ccc4c(c3)OCO4)n12	7%	14%	-15%	0.1%	3.6%	-3%	1.3%	-6%	2%
CCOc1cccc(-c2nn3c(-c4ccccn4)nnc3s2)c1	4%	-1%	8%	-0.5%	5.7%	1%	-1.0%	-12%	8%
O=C(Cc1cccs1)NC1(C(=O)NC2CCCC2)CCCCC1	5%	-2%	-9%	-0.5%	1.5%	-5%	-1.5%	0%	-3%
Cc1cccc(NC(=O)CN2CCN(CC(=O)Nc3cccc(C)c3)CC2)c1	11%	-7%	0%	-0.8%	2.0%	-6%	0.7%	-1%	3%
CCOC(=O)N/N=C\c1ccc(OC(=O)c2ccco2)cc1	12%	9%	-7%	0.6%	-1.6%	-5%	-1.1%	3%	9%

Reprinted from the part before: 2 compounds, followed by the next part.
SMILES	SV40 large T antigen	Salmonella PhoP GFP	GPR35 antagonists	West Nile antiviral	RSV CPE inhibition	LYP inhibition	ER stress rescue	NS5 inhibitors	Rac1 GTP hydrolysis	others
Cc1cccc(NC(=O)CN2CCN(CC(=O)Nc3cccc(C)c3)CC2)c1	11%	-7%	0%	-0.8%	2.0%	-6%	0.7%	-1%	3%
CCOC(=O)N/N=C\c1ccc(OC(=O)c2ccco2)cc1	12%	9%	-7%	0.6%	-1.6%	-5%	-1.1%	3%	9%
COc1ccc(NC(=O)CCNS(=O)(=O)c2ccc(C)c(C)c2)cc1OC	4%	-1%	2%	-1.1%	1.9%	-9%	.	1%	3%
Cc1cccc(C(=O)Nc2ccc(C(=O)N/N=C/c3ccc4c(c3)OCO4)cc2)c1	94%	0%	5%	-0.6%	12%	-4%	.	2%	1%
CC(=O)OCC1(C)CN(c2ccccc2)N(C(=O)c2ccc(F)cc2)C1=O (stereo not drawn)	19%	2%	25%	0.9%	0.7%	-7%	-0.8%	-6%	1%
Cc1cc2ccccn2c1C(=O)c1cccc(F)c1	4%	3%	-3%	0.0%	2.3%	-8%	.	1%	3%
CCOc1ccc(/C(C)=N/NC(=O)Cn2nc([N+](=O)[O-])cc2C)cc1	0%	-3%	-7%	-0.3%	.	-3%	.	1%	4%
CC1CN(C(=O)c2cccs2)CC(C)O1 (stereo not drawn)	6%	3%	8%	0.7%	0.8%	-6%	-1.4%	-5%	2%
Cc1ccc(C(=O)c2coc3c2C(=O)C(=O)c2ccccc2-3)cc1	17%	5%	18%	-0.3%	-1.8%	-2%	-0.9%	55µM*	22%
CC(=O)c1cccc(NC(=O)COC(=O)c2cccc(N3C(=O)c4ccccc4C3=O)c2)c1	0%	-2%	-5%	0.7%	1.1%	-3%	-2.8%	-11%	4%
CN(C)c1cc(NC(=O)CNC(C)(C)CC(C)(C)C)c2ccccc2n1	6%	10%	-4%	-1.9%	-0.4%	-5%	-1.2%	-4%	?
Cc1ccc(NS(=O)(=O)c2cccc(C(=O)NCCCN3CCCC3=O)c2)cc1	14%	-6%	.	.	0.8%	.	.	-2%	1%
CCCN(CCC)C(=O)CC(c1ccccc1)c1ccc(C)cc1O (stereo not drawn)	14%	4%	-10%	-0.3%	-0.7%	-4%	0.4%	-4%	-2%
CCN(c1ccccc1)S(=O)(=O)c1cc(CN2C(=O)c3cccnc3C2=O)ccc1OC	14%	-4%	-10%	0.2%	2.3%	-4%	.	-2%	8%
COc1cccc2cc(C(=O)NCc3ccc(C)cc3)c(=O)oc12	18%	4%	14%	-0.1%	-0.5%	-4%	.	0%	6%
Cc1ccc2c(c1)Oc1ccc(NC(=O)CCCl)cc1C(=O)N2	9%	1%	-2%	-1.6%	-0.3%	1%	.	-6%	-3%
Cn1c(CNC(=O)CNC(=O)c2cccc(Cl)c2)cc(=O)n(C)c1=O	-4%	-6%	-1%	0.4%	4.1%	-8%	.	-6%	3%
O=C(c1ccc(CS(=O)c2cccc(Cl)c2)o1)N1CCN(C2CCCCC2)CC1 (stereo not drawn)	4%	1%	-10%	-0.5%	-0.3%	-8%	.	-1%	8%

Rows were taken by chance; overall some 1.5% were active at least once.
